# Screening data from PubChem BioAssay.
# Mtb UGM inh – M. tuberculosis UGM enzyme inhibitors, primary screen, biochemical, fluorescence polarization, single point. purified UGM, fluorescence polarization probe displacement. inhibition, % at 10 µM. hit rate 0.06% among 320,000. AID 504406, 2011; in the data active means inhibition above about 10%, passing the limit was not always enough; inconclusive means no clear call, values can overlap the other calls
# Target sequence (P9WIQ1 whole entry, looked up): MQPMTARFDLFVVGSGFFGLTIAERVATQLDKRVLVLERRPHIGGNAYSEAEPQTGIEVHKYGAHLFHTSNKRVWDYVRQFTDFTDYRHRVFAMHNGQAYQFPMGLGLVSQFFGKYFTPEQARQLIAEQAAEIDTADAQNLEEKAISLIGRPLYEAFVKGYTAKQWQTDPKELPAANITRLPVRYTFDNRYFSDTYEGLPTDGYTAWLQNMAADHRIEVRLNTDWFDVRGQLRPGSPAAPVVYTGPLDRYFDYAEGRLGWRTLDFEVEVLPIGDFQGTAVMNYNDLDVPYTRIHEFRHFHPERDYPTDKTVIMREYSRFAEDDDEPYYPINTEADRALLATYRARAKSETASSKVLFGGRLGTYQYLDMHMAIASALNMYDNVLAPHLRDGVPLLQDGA
# GDH-TPI counter – GDH-TPI coupling enzyme inhibitors, primary screen, artefact control for M. tuberculosis FBA inhibitor project, biochemical, absorbance, full deck. inhibition, % at 4.8 µM. hit rate 1.2% among 360,000. GDH-TPI coupled enzyme counterscreen, NADH absorbance;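 further: 0% = DMSO wells and 100% = wells lacking the enzyme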
# Mtb BioA inh – M. tuberculosis BioA enzyme inhibitors, primary screen, biochemical, plate reader, single point, HTS | hit rate 0.096% among 360,000 | purified M. tuberculosis BioA enzyme | inhibition, % at 9.99 µM; in the data active means inhibition above about 40%; inconclusive means no clear call, values can overlap the other calls
# MazF activator – activators of E. coli MazEF toxin-antitoxin RNase, primary screen, biochemical, fluorescence, uHTS. activation, % at 20 µM. Endoribonuclease toxin MazF (Escherichia coli (strain K12)), P0AE70. AID 504720, 2011. FAM/BHQ RNA-DNA oligo cleavage fluorescence, 5 h. hit rate 0.32% among 350,000; in the data active means activation above about 50%
# Target sequence (P0AE70 whole entry, looked up): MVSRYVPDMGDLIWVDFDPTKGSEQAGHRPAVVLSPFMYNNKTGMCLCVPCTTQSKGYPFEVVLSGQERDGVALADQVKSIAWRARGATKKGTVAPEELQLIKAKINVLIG
# Rv3671c protease – Rv3671c serine protease inhibitors, primary screen, biochemical, fluorescence polarization, M. tuberculosis H37Rv. P9WHR9. inhibition, % at 5.96 µM. hit rate 0.048% among 320,000; in the data active means inhibition above about 38%;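 further: extracellular domain of Rv3671c used as enzyme; 0% = enzyme with DMSO and 100% = no enzyme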
# DUSP3 inh – VHR1 phosphatase inhibitors, primary screen, biochemical, absorbance, uHTS | Dual specificity protein phosphatase 3 (Homo sapiens), P51452 | recombinant VHR phosphatase, pNPP absorbance | inhibition, % at 13.3 µM | hit rate 0.52% among 290,000 | AID 1654, 2009; in the data active means inhibition above about 50%; further: some compounds called inactive have numbers as strong as hits
# Target sequence (P51452 whole entry, looked up): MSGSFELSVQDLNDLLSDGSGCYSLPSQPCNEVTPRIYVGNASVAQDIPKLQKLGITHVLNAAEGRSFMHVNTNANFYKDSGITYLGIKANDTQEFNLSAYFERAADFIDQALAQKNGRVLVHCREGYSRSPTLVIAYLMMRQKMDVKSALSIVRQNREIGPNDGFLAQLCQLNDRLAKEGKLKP
# BoNT F protease – BoNT/F light chain protease inhibitors, primary screen, biochemical, flow cytometry, MLPCN library; Multiplex microsphere protease cleavage assay; AID 588497, 2011; inhibition, % at 10 µM; hit rate 0.22% among 360,000; in the data active means inhibition above about 35%, passing the limit was not always enough; inconclusive means no clear call, values can overlap the other calls; further: plate controls were buffer without enzyme for full effect and enzyme alone for no effect
# FadD28 binding – inhibitors of FadD28 bisubstrate probe binding, primary screen, biochemical, fluorescence polarization, single point; inhibition, % at 12.5 µM; hit rate 0.22% among 360,000; Mycobacterium tuberculosis FadD28 fatty-acid-AMP ligase; in the data active means inhibition above about 8.5%, passing the limit was not always enough; inconclusive means no clear call, values can overlap the other calls
# CCHFV vOTU inh – CCHFV vOTU protease inhibitors, primary screen, biochemical, Pep-AMC substrate, fluorescence. inhibition, % at 11.5 µM. hit rate 0.55% among 370,000. AID 651958, 2012; further: 0% = vehicle wells with enzyme and 100% = no enzyme wells
# FBA Mtb inh – Mtb FBA enzyme inhibitors, primary screen, biochemical, fluorescence, strain H37Rv | Fructose-bisphosphate aldolase (Mycobacterium tuberculosis (strain ATCC 25618 / H37Rv)), … | purified M. tuberculosis FBA, fluorescence read-out | inhibition, % at 1 µM | hit rate 2.3% among 360,000 | AID 588726, 2011; in the data active means inhibition above about 27%;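 further: 0% = vehicle and 100% = reference inhibitor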
# * hit, by the source's call; ? = inconclusive; / = no result given. Unless noted, no stated cut-off is given here; in the data, active means inhibition above about 30%; inactive means the rest.
SMILES	FadD28 binding	FBA Mtb inh	Mtb UGM inh	GDH-TPI counter	Rv3671c protease	DUSP3 inh	MazF activator	CCHFV vOTU inh	Mtb BioA inh	BoNT F protease
COc1cccc2c1C(=O)CC2NC(=O)C(F)(F)F (stereo not given)	-1.3	3	-1.0	6	-15	5	3	7	1.1	/
CC(=O)Nc1ccc(SCC(=O)Nc2sccc2C#N)cc1	-3.9	2	-1.2	3	6	7	2	-21	/	0
COCCCn1c(-c2ccc(OC)cc2)nc2c1c(=O)[nH]c(=O)n2Cc1ccccc1	-3.6	18	0.1	-9	-8	2	7	-2	0.8	4
CCn1c(=O)c2c3c(sc2n2c(=S)[nH]nc12)CCC3	-1.2	-1	-2.3	8	-4	10	-8	-4	/	-6
Cc1cc2ncn(S(=O)(=O)c3ccc(F)cc3)c2cc1C	-1.6	1	0.6	5	5	-3	8	-4	-1.1	7
COC(=O)c1ccc(-c2nc(CN3CCN(C(=O)c4ccco4)CC3)c(C)o2)cc1	-0.9	8	/	13	/	/	-19	-6	-0.5	3
Cc1ccc(CNC(=O)c2ccc(S(=O)(=O)Nc3c(C)n(C)n(-c4ccccc4)c3=O)cc2)cc1	-2.1	0	-2.6	7	8	3	4	-2	0.0	-2
CC(=O)Nc1ccc(NC(=O)C2CC(=O)N(c3ccccc3Cl)C2)cc1 (stereo not given)	-4.1	3	3.6	2	-4	8	7	13	-0.5	-11
CC(=O)/C(=N\Nc1ccccc1)Oc1ccc([N+](=O)[O-])cc1	-1.5	-7	2.0	7	10	-14	-7	-13	1.4	13
COCCOC(=O)C1=C(N)Oc2c(oc(CO)cc2=O)C1c1c(F)cccc1Cl (stereo not given)	-0.9	1	2.4	11	1	11	8	-1	0.7	-4
O=c1[nH]c(O)c(C=NC2CCN(Cc3ccccc3)CC2)c(=O)[nH]1	0.4	-1	-0.7	3	2	/	3	-2	-0.8	-4
Cc1ccc(-c2nn(Cc3ccccc3)cc2C=O)cc1	-2.0	0	-2.3	-10	-1	-4	-6	7	/	-10
CCN(CC)C(=O)c1ccc(NC(=O)c2cc(S(=O)(=O)N3CCCCCC3)ccc2OC)cc1	0.6	-1	2.2	12	-8	/	-1	1	-0.5	/
CN(C)CCNC(=O)C(=O)NCC1OCCCN1S(=O)(=O)c1cccs1 (stereo not given)	-3.1	1	1.2	-5	-2	4	1	-4	/	2
N#C/C(=C\c1cccnc1)c1ccccn1	/	37*	-0.2	4	-1	10	0	-7	-0.4	-2
O=C(Nc1ccc(Cl)cc1Cl)c1cc2ccccc2o1	0.2	3	0.9	16	1	39	-2	6	-3.2	-1
Cc1ccc(NC(=O)N2CCc3ccccc32)cc1	-0.2	1	1.5	4	2	0	3	-11	-0.4	-14
Cc1ccc2c(c1)C(c1ccccc1)N(C(=O)C(C)C)CC(=O)N2 (stereo not given)	-5.1	-1	/	3	/	1	13	-1	0.6	-10
CCC(=O)Nc1ccc(NC(=O)c2ccccc2Cl)nc1	-3.0	2	1.6	-2	-7	-4	2	8	-1.2	-1
CCOC(=O)C(C)n1cnc2c(nnn2-c2ccc(OC)cc2)c1=O (stereo not given)	-0.2	1	0.4	4	0	11	7	-3	2.0	-4
O=C(NNC(=O)c1ccccc1[N+](=O)[O-])c1ccc(NS(=O)(=O)c2cccs2)cc1	3.5	2	-2.4	-6	4	9	3	13	0.5	-14
CC1CCCCN1C(=O)CSc1nc(C2CC2)nc2c1cnn2-c1ccccc1 (stereo not given)	-4.2	-1	0.3	0	-2	10	-2	4	-1.5	0
CC(=O)Nc1ccc(S(=O)(=O)N(C)CC(=O)OCC(=O)Nc2cccnc2Cl)cc1	-1.0	4	-1.8	11	5	-4	6	-12	/	-4
N#Cc1cc([N+](=O)[O-])ccc1Oc1ccc(-c2nnco2)cc1	0.9	1	1.0	8	2	21	7	5	1.7	0
COc1ccc(-n2c(SC)nc3ccccc3c2=O)cc1	-1.4	-2	0.1	-2	3	27	7	-3	0.2	-2
CCOC1=C2[C@@H](CN(S(=O)(=O)c3ccc(C)cc3)[C@H]2c2ccccc2)[C@H]2C(=O)N(c3ccccc3)C(=O)[C@H]2C1	-2.1	0	/	/	/	/	/	15	-4.1	-8
COc1cccc(COC(=O)c2nn(-c3ccccc3)nc2N)c1	-2.4	-2	5.1	4	-4	6	1	-8	0.1	1
Cc1nc(-c2cccc(S(=O)(=O)N3CC(C)CC(C)C3)c2)cs1 (stereo not given)	-3.3	1	-4.0	-11	-4	2	4	-3	/	-5
COC(=O)CCC(=O)Nc1c(C)n(C)n(-c2ccccc2)c1=O	-1.7	-1	1.2	-1	3	14	-5	4	/	-2
NS(=O)(=O)c1cccc2cccnc12	-1.6	0	1.4	-3	-5	0	0	-11	-0.8	-20

# Entries of single compounds as entered above:
# `O=C(Nc1ccc(Cl)cc1Cl)c1cc2ccccc2o1` is listed with FadD28 binding = 0.2; FBA Mtb inh = 3; Mtb UGM inh = 0.9; GDH-TPI counter = 16; Rv3671c protease = 1; DUSP3 inh = 39; MazF activator = -2; CCHFV vOTU inh = 6; Mtb BioA inh = -3.2; BoNT F protease = -1
# `O=c1[nH]c(O)c(C=NC2CCN(Cc3ccccc3)CC2)c(=O)[nH]1` is listed with FadD28 binding = 0.4; FBA Mtb inh = -1; Mtb UGM inh = -0.7; GDH-TPI counter = 3; Rv3671c protease = 2; DUSP3 inh = /; MazF activator = 3; CCHFV vOTU inh = -2; Mtb BioA inh = -0.8; BoNT F protease = -4

# Next structures follow:
SMILES	FadD28 binding	FBA Mtb inh	Mtb UGM inh	GDH-TPI counter	Rv3671c protease	DUSP3 inh	MazF activator	CCHFV vOTU inh	Mtb BioA inh	BoNT F protease
Cc1ccc(-c2nnn(CC(=O)N(Cc3ccc(F)cc3)C(C(=O)NC3CCCC3)c3ccncc3)n2)o1 (stereo not given)	-2.4	-4	-1.2	9	-3	-5	-5	18	-1.0	8
Cc1cc(C)c(C)c(S(=O)(=O)NCCCN2CCOCC2)c1C	-2.9	-1	3.5	2	-7	12	-3	4	3.9	-1
Cc1ccc(C(=O)Nc2ccccc2C(=O)N2CCN(c3ccccc3)CC2)cc1	-2.9	-1	-1.4	4	3	0	2	16	0.7	2
COc1ccc(C(O)(C2CCCCC2)C(CN2CCCC2)c2ccccc2)cc1 (stereo not given)	-6.0	2	1.2	5	4	-2	-9	1	-1.5	?
Cc1ccc(NC2=NCC(=O)N2c2ccc3c(c2)OCCO3)c(C)c1	0.9	6	-2.0	0	0	-13	-1	8	-0.3	-25
O=c1[nH]c(=O)n(Cc2ccccc2)c2nc(-c3ccco3)cc(C(F)(F)F)c12	1.9	27*	3.5	2	-3	17	15	-9	-1.9	1
Cc1cc(=O)n(C)c(=O)n1CCCCOc1cccc([N+](=O)[O-])c1	-1.1	1	1.7	12	-5	16	1	1	/	2
COc1cc(OC)cc(C(=O)NC(=S)Nc2cc3oc4ccccc4c3cc2OC)c1	-1.0	6	2.3	-3	-6	-11	6	5	/	-2
Cc1ccc(C2=NN(C(=O)CSc3nc4ncc(Cl)cc4[nH]3)C(c3ccco3)C2)cc1 (stereo not given)	-1.8	1	-0.1	-8	-11	4	1	-14	/	0
CCCCn1cnc2c([nH]c3ccccc32)c1=O	-5.1	6	-0.2	-10	-2	4	5	0	/	5
Cc1ccccc1OC(=O)c1cccc(S(=O)(=O)N2CCN(C)CC2)c1	-1.1	-1	0.8	5	-6	/	4	6	0.8	-5
COC(=O)C(NS(=O)(=O)c1ccccc1Br)C(C)C (stereo not given)	-0.7	4	2.7	14	4	18	1	-2	-1.8	5
COc1ccc(NC(=O)c2cc(C3CCCCN3C(=O)c3ccc(C#N)cc3)on2)c(C)c1 (stereo not given)	-0.3	0	/	0	/	/	/	-4	1.3	-1
COc1ccccc1C(=O)N/C(=C/c1ccco1)C(=O)Nc1ccc(C(=O)O)cc1	-3.6	0	-1.0	1	3	29	9	7	/	9
CCOC(=O)[C@@H]1[C@H]2COc3ccccc3[C@@H]2N2C(=O)N(c3ccc(F)cc3)C(=O)[C@@]12C	-1.6	-2	-1.9	-1	8	20	7	4	-0.6	8
CCOC(=O)c1c(C)oc(/N=C/c2ccccc2O)c1C#N	-0.6	0	0.9	8	-7	33	-7	-6	0.1	0
CCC(C)[C@H](NC(=O)[C@H](Cc1ccccc1)n1c(=O)[nH]c2ccccc2c1=O)C(=O)N1CCC(C(=O)O)CC1 (stereo not given in full)	-2.0	4	2.0	-9	-1	17	1	-1	-0.3	4
COc1cccc(NC(=O)CCc2c(C)nc3nc(CNC(=O)c4cccc(F)c4)nn3c2C)c1	-0.8	3	-2.5	6	-8	4	10	11	18	-3
Cn1c(-c2ccc3c(c2)OCO3)c(C(=O)O)c(=O)c2ccccc21	-2.5	5	0.8	25	-3	5	1	9	/	-4
O=S(=O)(NCCc1ccncc1)c1ccc(Br)cc1	-1.8	-6	2.8	8	-6	12	11	-2	2.8	4
Cc1cccc(NC(=S)N(CCN2CCOCC2)Cc2ccccc2F)c1	-1.1	1	0.3	-6	-11	17	1	2	4.2	-10
COC(=O)c1ccc(CSc2nnc(N)s2)cc1	-3.4	1	2.4	0	-3	32	8	1	0.1	-2
Cc1nnsc1-c1c(C(=O)N2CCOCC2)c(C)nn1-c1ccccc1	-3.2	9	-1.9	-14	1	5	3	-5	1.3	?
O=[N+]([O-])c1ccc(/C([O-])=C(/C(=S)NCc2ccco2)[n+]2ccccc2)cc1	-5.2	-4	1.9	0	3	18	16	2	/	-19
O=C(Oc1ccc(/C=N/O)cc1)c1ccccc1Cl	-3.6	5	-1.3	7	-6	2	-1	-2	/	0
Nc1nonc1-c1nc2ccccc2n1CC(=O)Nc1ccccc1	-4.4	0	0.9	22	-6	0	1	5	-0.6	3
CCc1nc2c(OCc3ccc(C(=O)OC)cc3)cccn2c1N(C)C(=O)c1ccc(C)cc1	-2.6	-1	/	6	/	/	/	6	-1.3	0
COc1ccc(OC)c(NC(=O)C(C)N2c3cccc4cccc(c34)S2(=O)=O)c1 (stereo not given)	-3.5	-4	-1.4	-4	-9	-8	6	19	-1.7	13
COCc1[nH]nc2c1C(c1ccc(F)cc1F)C(C#N)=C(N)O2 (stereo not given)	-1.3	1	3.8	7	-3	24	8	18	-1.6	-5
Cc1ccc(-n2c(-c3ccc(Br)cc3)c[n+]3c2CCc2ccc4cccnc4c2-3)cc1	-5.3	6	3.1	-2	11	31	-19	-5	33	1
CC(=O)N1c2ccc(S(=O)(=O)N3CCCC3)cc2CC1C(=O)NCc1ccccc1F (stereo not given)	-4.5	1	-0.4	-1	-12	56*	-14	9	-0.9	-2
CCc1nnc(NC(=O)CCC(=O)N2CCN(CCc3ccccc3)CC2)s1	-3.8	-1	0.0	-8	2	12	0	-4	-1.4	6
Cc1ccc(NC2=CC(=O)CC(c3ccco3)C2)c(N)c1 (stereo not given)	0.7	-1	-0.1	12	0	4	1	8	1.5	-11
N#CCCNC(=O)CCN1CCOCC1	-0.3	0	-0.2	2	1	0	-5	-4	-0.6	2
